Bioassay records as filed in PubChem BioAssay.
NALP1 yeast inh – NALP1 inhibition; actives 0.61% (n = 280,000); inhibition, % at 10 µM; S. cerevisiae NALP1/ASC/caspase-1 growth, X-gal OD620, 72 h; in the data active = inhibition mostly above about 24%, no sharp cut-off; inactive = mostly below about 32%; also: some compounds called inactive have numbers as strong as hits
GalR3 antag – antagonists of human GalR3; inhibition, % at 3 µM; actives 0.44% (n = 360,000); O60755; HEK293 GalR3-CNG cAMP membrane potential fluorescence; galR3 body fused to GalR1 C-terminus;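 active = inhibition above the screen-wide average plus 3 SD, cut at about 13% in these data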;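 also: forskolin and galanin both at EC90 stimulate the cells; cAMP rise reported by CNG channel membrane potential dye signal; 0% = forskolin plus galanin with DMSO and 100% = forskolin alone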
Target sequence (O60755 1-299 limits assumed): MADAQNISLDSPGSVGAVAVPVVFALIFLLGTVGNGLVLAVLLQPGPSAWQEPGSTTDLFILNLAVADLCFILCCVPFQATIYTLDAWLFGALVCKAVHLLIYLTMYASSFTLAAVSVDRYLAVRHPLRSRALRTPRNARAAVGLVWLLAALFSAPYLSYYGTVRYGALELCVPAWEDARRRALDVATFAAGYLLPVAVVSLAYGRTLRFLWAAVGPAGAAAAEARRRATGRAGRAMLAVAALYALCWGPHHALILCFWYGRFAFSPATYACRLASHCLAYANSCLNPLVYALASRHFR
V1R ag counter – counter-screen for oxytocin receptor agonists: human V1a receptor agonists; P37288; CHO-V1R cells, Fluo-8 calcium fluorescence, agonist mode; 0% DMSO, 100% 3 nM vasopressin; activation, % at 3 µM; actives 0.25% (n = 320,000); AID 2797;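 active = activation above the mean activation of all tested compounds plus 3 SD, per screening run, cut at about 20% in these data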;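 also: signal is peak over basal fluorescence ratio across a 100 second FLIPR read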
MEKK2wt PB1 HTS – raises or lowers MEK5 binding to wildtype human MEKK2 PB1 domain; Q9Y2U5; bead flow cytometry, Alexa488-MEK5 binding to MEKK2 WT; actives lie on both sides; binding response (% of control), % at 10 µM; actives 1.1% (n = 290,000); AID 1531; in the data active = binding response below about 67% or above about 130%
MEKK3 PB1 HTS – modulators (inhibitors or enhancers) of MEK5 binding to human MEKK3 PB1 domain. Q99759. bead-based flow cytometry, Alexa488-MEK5 binding to MEKK3; actives lie on both sides; 0 = blocked by unlabeled MEK5, 100 = vehicle. binding response (% of control), % at 10 µM. actives 1.4% (n = 290,000). AID 1529;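 active = binding response more than 3 SD above or below the average of its plate-row segment, actives on both sides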;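 also: Alexa488 bead fluorescence after subtracting the streptavidin-only scavenger bead signal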
Target sequence (Q99759 whole entry, looked up, the tested form may be a part): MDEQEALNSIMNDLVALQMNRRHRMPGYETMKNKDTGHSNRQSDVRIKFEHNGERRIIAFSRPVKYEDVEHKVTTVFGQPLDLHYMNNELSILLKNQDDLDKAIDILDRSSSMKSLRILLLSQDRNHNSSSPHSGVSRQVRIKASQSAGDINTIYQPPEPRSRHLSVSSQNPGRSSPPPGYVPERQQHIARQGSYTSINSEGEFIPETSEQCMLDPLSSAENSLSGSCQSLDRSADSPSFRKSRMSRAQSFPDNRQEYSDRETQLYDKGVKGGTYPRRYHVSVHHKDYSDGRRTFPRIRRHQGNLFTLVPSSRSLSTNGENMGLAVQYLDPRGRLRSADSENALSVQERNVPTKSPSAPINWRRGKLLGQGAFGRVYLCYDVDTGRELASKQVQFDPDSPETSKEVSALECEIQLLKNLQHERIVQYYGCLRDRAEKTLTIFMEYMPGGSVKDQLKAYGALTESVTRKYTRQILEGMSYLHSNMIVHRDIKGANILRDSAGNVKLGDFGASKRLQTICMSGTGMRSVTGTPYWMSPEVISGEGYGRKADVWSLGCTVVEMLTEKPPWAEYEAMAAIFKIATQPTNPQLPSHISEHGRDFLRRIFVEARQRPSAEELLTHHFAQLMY
MEKK2mut PB1 HTS – signal of MEK5 binding to mutant human MEKK2 PB1 domain | bead flow cytometry, Alexa488-MEK5 binding to MEKK2 mutant | percent response, % at 10 µM | actives 0.35% (n = 290,000) | AID 1530; in the data active = percent response above about 24%, passing the limit was not always enough; also: inactives centre near 1; some results filed as inactive read as strong as hits; reference of the scale not given here
GPR7 antagonist – human neuropeptides B/W receptor 1 antagonism; P48145; GPR7-expressing cells, fluorescence antagonist assay; inhibition, % at 4.4 µM; actives 1.1% (n = 290,000); AID 1861; in the data active = inhibition above about 16%, passing the limit was not always enough;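 also: cells stimulated with the agonist NPW; 0% = agonist with vehicle and 100% = vehicle without agonist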
PHOSPHO1 block – PHOSPHO1 (human) inhibition; Q8TCT1; recombinant PHOSPHO1, absorbance phosphatase assay; inhibition, % at 13.3 µM; actives 1.1% (n = 290,000); in the data active = inhibition above about 60%
OXTR agonist – agonists of human oxytocin receptor | CHO-OTR cells, Fluo-8 calcium fluorescence; normalized: DMSO 0%, oxytocin 100% | activation, % at 3 µM | P30559 | actives 0.32% (n = 320,000);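 active = activation above the mean of all tested compounds plus 3 SD, cutoff set per screening run, cut at about 20% in these data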;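 also: peak over basal fluorescence ratio from a 100 s FLIPR kinetic read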
The depositor's hits bear a star; . = not tested or not shown; [ ] = dose if it differs, or a comment. An unsorted share of the library. Share with any hit: about 5.4%.

nr | Molecule | NALP1 yeast inh | GalR3 antag | V1R ag counter | MEKK2wt PB1 HTS | MEKK3 PB1 HTS
1 | CCC(C)(C)n1nnnc1C(c1ccc2ncccc2c1)N1CCN2CCCC2C1 (configuration not stated) | -4 | -7 | 1.1 | 97 | 98
2 | COc1ccc(C(=O)Nc2nc3ccc(S(C)(=O)=O)cc3s2)cc1 | 14 | 7 | 0.2 | 115 | 103
3 | Cc1sc(N)nc1-c1ccc2c(c1)OCCO2 | 13 | -3 | 0.5 | 105 | 103
4 | O=S(=O)(c1ccc2c(c1)OCCO2)N1CCc2ccccc21 | -8 | -12 | 0.0 | 99 | 106
5 | Cc1c(Cl)c(C(F)(F)F)nn1CC(=O)NN | -10 | 0 | 0.3 | 105 | 109
6 | CC(C)N(C(=S)Nc1cccc(C(F)(F)F)c1)C(C)c1ccccn1 (configuration not stated) | 12 | 2 | 1.8 | 103 | 103
7 | O=C(NCCNC(=O)c1ccccc1Br)c1cccnc1 | 26 | 0 | -0.2 | 100 | 102
8 | CCC(C)NC(=O)c1ccc(CS(=O)(=O)c2ccc(OC)cc2)o1 (configuration not stated) | 21 | 1 | -0.2 | 96 | 98
9 | C/C(=N\NC(=O)c1nnn(-c2nonc2N)c1CSc1ccc(Cl)cc1)c1ccco1 | 8 | -9 | 0.2 | 100 | 100
10 | O=C(N=C1SC2CS(=O)(=O)CC2N1c1ccc(Cl)c(Cl)c1)C1CCCO1 (configuration not stated) | 1 | -4 | -0.8 | 90 | 94
11 | COc1cc(NC(=O)N[C@@H](Cc2c[nH]c3ccccc23)C(=O)O)c(C(=O)O)cc1OC | 17 | -10 | . | 107 | 109
12 | COc1cc(CN2CCN(CC3CC3)CC2CCO)cc(OC)c1 (configuration not stated) | 1 | -2 | 0.3 | 106 | 108
13 | COc1ccc(C(=O)C2CCCN(S(=O)(=O)c3ccccc3F)C2)c(C)c1 (configuration not stated) | 16 | -2 | 2.0 | 99 | 96
14 | Cc1ccccc1NS(=O)(=O)c1cc(C(=O)N2CCCC2)ccc1Cl | 18 | -1 | 1.0 | 105 | 105
15 | Cc1ccc2c(cnn2C(=O)CCC(=O)NCc2cccc(Br)c2)c1 | -89 | . | -0.3 | 95 | 98

nr | MEKK2mut PB1 HTS | GPR7 antagonist | PHOSPHO1 block | OXTR agonist
1 | 3 | -5 | 14 | 0.4
2 | 6 | -7 | -1 | -0.3
3 | 12 | -3 | 3 | -0.2
4 | -5 | -11 | -3 | -0.1
5 | -1 | -1 | 4 | -1.1
6 | -2 | -4 | 28 | 2.8
7 | 2 | -7 | . | 0.5
8 | 0 | -7 | -12 | -0.7
9 | -2 | 5 | 7 | -0.1
10 | 0 | -10 | 43 | -0.9
11 | 6 | -1 | 11 | .
12 | 11 | -8 | -3 | -1.3
13 | -5 | 1 | 19 | 0.5
14 | 8 | -6 | 26 | -0.9
15 | -1 | 2 | 2 | 0.1

Remaining list, next part:
nr | Molecule | NALP1 yeast inh | GalR3 antag | V1R ag counter | MEKK2wt PB1 HTS | MEKK3 PB1 HTS
16 | OCCC1CN(Cc2cnc(N3CCCC3)s2)CCN1C1CCCC1 (configuration not stated) | 5 | -2 | -0.1 | 108 | 105
17 | O=C(Nc1cccc(-c2cn3cccnc3n2)c1)c1cccs1 | 27 | 1 | -0.5 | 115 | 100
18 | S=C(NCCc1ccccc1)Nc1cccc2cnccc12 | 5 | 33* | 7.9 | 84 | 65
19 | OCCNCCCCCOc1ccc(F)cc1 | 24 | -1 | 0.5 | 97 | 96
20 | O=C1C(=O)N(c2ccccc2)C(c2ccccc2[N+](=O)[O-])/C1=C(\O)c1ccccc1 (configuration not stated) | 7 | 4 | -0.5 | 102 | 107
21 | Cc1ccc(Cc2cnc(NC(=O)c3ccco3)s2)cc1 | 14 | -8 | 0.6 | 114 | 112
22 | CCOc1ccc(/C=C2/Sc3ccc(C(=O)N4CCN(C(=O)c5ccco5)CC4)cc3N(C)C2=O)cc1OC | 4 | . | 3.5 | 98 | 97
23 | Cc1ccc(C)c(-n2c(SCC(=O)N3CCC(C(=O)O)CC3)nnc2-c2cccc(Cl)c2)c1 | -9 | -4 | -0.9 | 97 | 103
24 | Cc1cc(C)c(S(=O)(=O)/N=C2\C=CC(=O)C(Cl)=C2)c(C)c1 | 25 | . | 0.9 | 99 | 103
25 | CCOC(=O)C1CCCN(C(=S)Nc2ccc(F)cc2)C1 (configuration not stated) | -2 | -4 | 1.5 | 103 | 106
26 | O=C(CN1c2ccccc2S(=O)(=O)c2ccccc21)NCc1ccc(F)cc1 | 21 | -9 | 9.0 | 99 | 99
27 | COC(=O)c1ccc(C)c(NC(=O)CN2C(=O)c3ccccc3S2(=O)=O)c1 | 11 | 0 | 0.8 | 101 | 98
28 | CCCC(c1nnnn1CCOC)N1CCN(Cc2ccccc2)CC1 (configuration not stated) | 0 | 0 | 0.5 | 100 | 108
29 | COc1ccc(OC)c(NC(=O)CSc2nnc(Cc3cccn3C)n2CCc2ccccc2)c1 | 25 | -7 | 1.2 | 97 | 93
30 | O=C(O)/C=C/C(=O)NCCCc1ccccc1 | -6 | 0 | 1.2 | 92 | 92

nr | MEKK2mut PB1 HTS | GPR7 antagonist | PHOSPHO1 block | OXTR agonist
16 | 6 | -8 | 14 | 1.2
17 | 11 | 0 | -24 | 1.0
18 | -4 | 7 | 13 | 12
19 | 2 | -2 | -1 | 1.1
20 | -7 | -6 | 29 | 0.2
21 | 11 | 3 | 12 | -0.5
22 | -2 | -14 | 20 | -1.4
23 | -5 | 1 | 11 | -1.9
24 | 3 | 9 | 10 | 0.2
25 | 5 | -2 | 20 | 2.1
26 | -2 | 13 | 33 | 4.8
27 | 12 | -8 | 7 | -0.2
28 | 2 | 3 | -2 | 0.8
29 | 3 | 1 | 69* | -0.3
30 | -13 | -4 | 54 | 1.1

Next part
nr | Molecule | NALP1 yeast inh | GalR3 antag | V1R ag counter | MEKK2wt PB1 HTS | MEKK3 PB1 HTS
31 | O=C(COC(=O)/C=C/c1cccc(C(F)(F)F)c1)NC(c1ccccc1)c1ccccc1 | 20 | 9 | -0.1 | 93 | 92
32 | CC(=O)Oc1ccc2occ(-c3ccccc3)c2c1 | 10 | -9 | -1.4 | 102 | 100
33 | CCOC(=O)C1CCN(S(=O)(=O)c2ccc(OC)c(C(=O)N3CCCCCC3)c2)CC1 | 1 | -9 | 0.5 | 105 | 102
34 | N/C(Cc1ccc([N+](=O)[O-])cc1)=N\OC(=O)COc1ccccc1Cl | 28 | 1 | 0.7 | 105 | 110
35 | O=S(=O)(NCC1CCCO1)c1cnc(Cl)c(Br)c1 (configuration not stated) | 27 | -5 | -0.8 | 92 | 90
36 | Clc1nc2ccccc2cc1-c1nnn(-c2ccccc2)n1 | -2 | -4 | -0.3 | 104 | 95
37 | CC(Oc1ccccc1)C(=O)Nc1nnc(C2CCCCC2)s1 (configuration not stated) | 8 | -2 | 5.2 | 92 | 111
38 | CC(O)CNc1ccc([N+](=O)[O-])cc1S(=O)(=O)N1CCOCC1 (configuration not stated) | 14 | 7 | -0.3 | 106 | 121
39 | COC(C/C=C/[C@@H](O)[C@H](C)OCc1ccccc1)OC | . | -2 | 0.5 | 103 | 102
40 | Cc1ccc(S(=O)(=O)N2N=C3CCCCC3C2(O)C(F)(F)F)cc1 (configuration not stated) | -13 | -2 | 0.2 | 107 | 113
41 | CC(=O)Nc1cccc(NC(=O)c2ccc(C)c([N+](=O)[O-])c2)c1 | 3 | -3 | 0.2 | 87 | 98
42 | CC1(C)C(=O)N(c2ccccc2Cl)C(=O)c2ccccc21 | 24 | -9 | 0.2 | 101 | 98
43 | O=C1CC(c2ccccc2)c2c(O)cc(O)cc2O1 (configuration not stated) | 18 | -9 | 2.3 | 109 | 105
44 | Cc1cccc(NCC(=O)N/N=C/c2ccc(Br)cc2)c1 | 26 | -3 | -0.3 | 48 | 47*[inhibitor]
45 | CCOC(=O)CSCC(=O)Nc1c(C(=O)C2CC2)oc2ccccc12 | 2 | -1 | 0.0 | 98 | 105

nr | MEKK2mut PB1 HTS | GPR7 antagonist | PHOSPHO1 block | OXTR agonist
31 | -2 | -11 | 0 | 1.0
32 | 2 | -12 | 30 | -3.0
33 | 0 | -9 | 10 | -0.5
34 | 1 | -7 | -4 | -0.7
35 | -3 | 6 | 2 | -1.4
36 | 3 | -16 | 26 | -0.9
37 | -7 | -6 | 33 | 2.2
38 | -2 | -8 | 43 | -1.2
39 | -1 | . | . | 0.9
40 | -1 | -3 | 40 | 0.4
41 | -9 | -7 | -5 | 0.4
42 | 3 | -19 | 14 | -1.7
43 | 2 | -13 | 4 | 1.8
44 | -16 | 19 | 53 | -1.2
45 | 6 | -3 | 2 | -2.1

Three entries from above, arranged by number of heavy atoms, largest number first:
nr | Molecule | NALP1 yeast inh | GalR3 antag | V1R ag counter | MEKK2wt PB1 HTS | MEKK3 PB1 HTS
31 | O=C(COC(=O)/C=C/c1cccc(C(F)(F)F)c1)NC(c1ccccc1)c1ccccc1 | 20 | 9 | -0.1 | 93 | 92
37 | CC(Oc1ccccc1)C(=O)Nc1nnc(C2CCCCC2)s1 (configuration not stated) | 8 | -2 | 5.2 | 92 | 111
32 | CC(=O)Oc1ccc2occ(-c3ccccc3)c2c1 | 10 | -9 | -1.4 | 102 | 100

nr | MEKK2mut PB1 HTS | GPR7 antagonist | PHOSPHO1 block | OXTR agonist
31 | -2 | -11 | 0 | 1.0
37 | -7 | -6 | 33 | 2.2
32 | 2 | -12 | 30 | -3.0

Next section:
nr | Molecule | NALP1 yeast inh | GalR3 antag | V1R ag counter | MEKK2wt PB1 HTS | MEKK3 PB1 HTS
46 | COc1ccc(Br)cc1C1SCCN1S(C)(=O)=O (configuration not stated) | 7 | 0 | -0.5 | 90 | 87
47 | O=C(NNC(=O)c1cc(OCC(F)(F)F)ccc1OCC(F)(F)F)c1cccc(C(F)(F)F)c1 | 27 | 1 | -0.7 | 105 | 103
48 | C[C@H](NC(=O)Cn1cncn1)c1ccccc1 | 15 | -2 | 1.0 | 97 | 99
49 | O=C1C(C2=C(O)c3ccccc3C2=O)=Nc2ccccc21 | 13 | -4 | -0.6 | 97 | 99
50 | O=C(CSC1=NC(=O)C(c2ccccc2)C(=O)N1)Nc1cccc(Cl)c1 (configuration not stated) | -12 | 5 | 1.1 | 111 | 112
51 | CCCc1nn2c(=O)cc(CSCC(=O)Nc3ccc(C)cc3)nc2s1 | -3 | -9 | 1.0 | 97 | 97
52 | COc1ccc(CCN2C(=O)CN=C2Nc2ccc(F)cc2)cc1OC | 10 | 0 | 0.3 | 90 | 100
53 | NCC(c1ccccc1)(c1ccccc1)c1ccccc1 | 27 | -5 | 1.9 | 104 | 98
54 | CN(C)c1ccc(NC(=O)CN2C3CCCC2CC(NC(=O)c2ccccc2)C3)cc1 (configuration not stated) | 7 | -8 | 0.1 | 101 | 104
55 | Cc1cc(C)nc(-n2nc(C)c(C3(O)C(=O)Nc4ccc(F)cc43)c2N)n1 (configuration not stated) | -3 | 0 | 1.3 | 96 | 96
56 | O=C(Nc1cccc(F)c1)Nc1ccc2c(c1)C(=O)OC2 | . | -5 | 4.8 | 100 | 101

nr | MEKK2mut PB1 HTS | GPR7 antagonist | PHOSPHO1 block | OXTR agonist
46 | -23 | 1 | -16 | -1.7
47 | 5 | -19 | -14 | -2.3
48 | -4 | -5 | 7 | 0.7
49 | 2 | -1 | 36 | 0.6
50 | 22 | -6 | 18 | -0.1
51 | 2 | -5 | 30 | -0.3
52 | -7 | 2 | 19 | -0.5
53 | -2 | 8 | 9 | 7.4
54 | 0 | -5 | -32 | 0.1
55 | -5 | -10 | 7 | -0.2
56 | 4 | -4 | 25 | 5.7
